Screening results (PubChem)
ATG4B inh: ATG4B (human) cysteine protease inhibition; Q9Y4P1; ATG4B cleavage of LC3-PLA2, NBD-HPC fluorescence, 1 h; inhibition, % at 8.33 µM; 0.51% of 340,000 active; in the data active means inhibition above about 40%
Target sequence (Q9Y4P1 whole entry, looked up): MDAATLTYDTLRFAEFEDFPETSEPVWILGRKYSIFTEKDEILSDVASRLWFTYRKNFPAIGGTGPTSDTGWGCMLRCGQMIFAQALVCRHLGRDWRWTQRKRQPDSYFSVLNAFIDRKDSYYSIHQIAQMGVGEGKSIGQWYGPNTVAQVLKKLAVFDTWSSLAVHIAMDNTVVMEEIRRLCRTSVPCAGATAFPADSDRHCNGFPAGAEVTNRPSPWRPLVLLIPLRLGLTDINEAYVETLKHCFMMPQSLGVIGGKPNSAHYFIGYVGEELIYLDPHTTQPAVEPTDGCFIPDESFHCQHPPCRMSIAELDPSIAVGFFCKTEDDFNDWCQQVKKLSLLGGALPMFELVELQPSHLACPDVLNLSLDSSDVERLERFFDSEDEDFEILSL
beta cell repl: MIN6 beta-cell proliferation induction; MIN6 cells proliferation, ATPlite luminescence, 48 h; cells starved in 0.2% serum; 100% = growth in 10% serum; 0.29% of 330,000 active; AID 2380; proliferation, % at 10 µM;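 active means compounds whose signal lies at least 3.5 SD above the mean of all wells on their plate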;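 further: 0% = DMSO-treated cells in low-serum medium and 100% = 10% serum control; some compounds called inactive have numbers as strong as hits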
MPTP inh: blocks calcium-induced mitochondrial swelling | isolated mouse mitochondria, Ca2+ swelling absorbance, 30 min | inhibition, % at 10 µM | 1.4% of 360,000 active | AID 602449;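 active means inhibition of 50% or more, scaled per plate between neutral and stimulator controls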;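 further: 0% = DMSO wells given calcium and 100% = 1 mM EGTA wells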
hIAP block: blocks human intestinal alkaline phosphatase | inhibition, % at 10 µM | purified IAP, CDP-Star luminescence, 30 min | P09923 | 0.12% of 330,000 active;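 active means inhibition reaching a set limit with compound at 10 µM in the primary screen, cut at about 35% in these data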;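 further: plate controls were DMSO wells with enzyme for no effect and no-enzyme buffer wells for full effect; values of inactives mirror those of a sister screen read the other way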
APOBEC3G inh: inhibitors of human APOBEC3G DNA deaminase; Q9HC16; recombinant A3G, ssDNA deamination FAM/TAMRA fluorescence; inhibition, % at 20 µM; 0.28% of 330,000 active; AID 493012;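 active means inhibition of at least 40% at 20 µM, with no more than 30% in the related APOBEC3A deaminase screen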;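 further: plate controls were DMSO wells with A3G for no effect and wells lacking A3G enzyme for full effect; some compounds called inactive have numbers as strong as hits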
Target sequence (Q9HC16 whole entry, looked up): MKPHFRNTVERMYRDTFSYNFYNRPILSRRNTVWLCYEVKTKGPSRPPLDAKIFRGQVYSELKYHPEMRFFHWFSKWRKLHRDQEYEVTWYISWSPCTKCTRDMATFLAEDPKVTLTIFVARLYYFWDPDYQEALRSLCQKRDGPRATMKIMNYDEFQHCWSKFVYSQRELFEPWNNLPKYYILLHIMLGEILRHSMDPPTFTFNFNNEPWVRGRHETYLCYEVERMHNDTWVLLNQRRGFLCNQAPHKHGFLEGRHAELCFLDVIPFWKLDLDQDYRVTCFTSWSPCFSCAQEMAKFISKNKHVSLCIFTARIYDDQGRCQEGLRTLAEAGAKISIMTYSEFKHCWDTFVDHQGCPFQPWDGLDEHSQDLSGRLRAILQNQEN
mIAP act: increases mouse intestinal alkaline phosphatase activity | muIAP, CDP-Star luminescence, 30 min; stronger effect = higher value; 1 = vehicle-only enzyme signal, 0 = enzyme-free wells | activation factor at 10 µM | 0.24% of 330,000 active;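 active means activation factor of at least 2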; further: the source names both 10 and 20 µM as test concentration; values of inactives mirror those of a sister screen read the other way
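System: mouse IAP enzyme. Reagent: CDP-Star chemiluminescent phosphatase substrate. Benchmarks: DMSO wells, no-enzyme wells. Times: 30 min enzyme-substrate-compound incubation at room temperature. Detection: luminescence from enzymatic CDP-Star hydrolysis. Doses: test compounds delivered from DMSO solution.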
A3A deaminase: human APOBEC3A DNA deaminase inhibition; recombinant A3A, FAM/TAMRA ssDNA deamination fluorescence; inhibition, % at 20 µM; 0.41% of 330,000 active;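 active means at least 40% inhibition at 20 µM here, with at most 30% in a related deaminase screen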;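 further: plate controls were A3A with DMSO for no effect and wells lacking A3A enzyme for full effect; some results filed as inactive read as strong as hits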
Target sequence (P31941 whole entry, looked up): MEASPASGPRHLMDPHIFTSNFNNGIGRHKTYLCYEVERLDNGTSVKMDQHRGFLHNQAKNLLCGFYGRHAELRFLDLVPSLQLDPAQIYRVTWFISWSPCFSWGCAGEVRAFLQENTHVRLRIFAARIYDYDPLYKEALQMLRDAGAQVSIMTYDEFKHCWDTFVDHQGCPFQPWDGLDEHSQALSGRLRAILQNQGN
hIAP act: human IAP activation. activation factor at 10 µM. 0.16% of 330,000 active. purified human IAP, CDP-Star luminescence, 30 min; stronger effect = higher value; 1 = vehicle-only enzyme, 0 = enzyme-free background. P09923;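 active means activation factor of the enzyme at least 2-fold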; further: the source names both 10 and 20 µM as test concentration; values of inactives mirror those of a sister screen read the other way
mIAP inh: mouse IAP inhibition; purified mouse IAP, CDP-Star luminescence, 30 min; inhibition, % at 10 µM; 0.2% of 330,000 active; AID 2806;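 active means inhibition of at least 40% at 10 µM in the primary screen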;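 further: plate controls were DMSO with enzyme for no effect and no enzyme wells for full effect; values of inactives mirror those of a sister screen read the other way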
Active calls of the source: *; . = not tested or not shown; & = joins results of further samples. This is a random part of the collection. About 3.3% of those tested had a hit in this group.

SMILES	ATG4B inh	beta cell repl	MPTP inh	hIAP block	APOBEC3G inh	mIAP act	A3A deaminase	hIAP act	mIAP inh
O=C(CSc1ccc(Cl)cc1)NN=C1CCCCCC1	9	2	-2.9	-3	-11	0.95	-3	1	5
CCC(CC)CN1CCN=C1N(C)C	-7	0	-1.2	-1	-5	0.92	-2	1	8
CC[C@@H](C)[C@H](NS(=O)(=O)c1ccc(C)cc1)C(=O)N1CCC(C(=O)NCC(=O)O)CC1	0	0	-1.0	-9	-7	1.1	-3	1.1	-13
CCC(NC(=O)N(Cc1ccccc1)Cc1ccc2c(c1)OCO2)(C(F)(F)F)C(F)(F)F	4	-6	8.1	-5	-7	0.98	-1	1.1	2
COc1ccccc1NC(=O)CSCc1nc2ccccc2[nH]1	-1	3	0.1	6	-4	0.92	-2	0.94	8
CC(=O)c1cccc(NC(=O)CCC(=O)Oc2ccc(C)cc2)c1	0	-3	0.1	-3	-6	1.1	-4	1	-9
COCCn1c(C)cc(C(=O)COC(=O)c2cc3c(s2)CCC3)c1C	7	2	1.2	-4	18	1	43*	1	-1
O=C(Nc1ccccn1)c1onc2c1CCCC2	10	-4	0.7	8	-5	1	-2	0.93	0
COC(=O)c1cc2ccccc2oc1=O	-10	0	-0.5	-3	-3	0.86	-1	1	14
CCn1c2ccccc2c2cc(CN3CCN(Cc4cc(OC)ccc4O)CC3)ccc21	-6	-6	-1.4	2	-1	0.88	-2	0.98	12
CC(=O)c1cccc(NC(=O)C2(c3ccccc3)CC2(Cl)Cl)c1 (stereo not given)	2	-2	12	5	-3	0.92	-2	0.95	8
Cc1ccc(N(CC(=O)NC2CCCC2)C(=O)c2ccc(C)s2)cc1	-1	0	-0.8	6	-7	1.2	3	0.94	-15
CC(=O)c1cccc(NC(=O)Nc2csc3c2CCCC3)c1	13	-3	80*	-6	-9	1.3	-8	1.1	-27
Cc1cc2c(SCC(=O)NC3CCCC3)ncnc2s1	0	-4	-0.4	3	-8	0.95	-2	0.97	5
Cc1cc2cc(CN(Cc3cccs3)Cc3nnnn3CC3CCCO3)c(=O)[nH]c2cc1C (stereo not given)	1	-3	2.0	-18	0	1	4	1.2	-2
CCC(CC)C(=O)Nc1c2cnn(-c3ccccc3)c2nc(=O)n1-c1ccccc1	3	-3	1.8	12	-4	1	-6	0.88	-1
CCOC(=O)N1CCC(NS(=O)(=O)c2ccc3c(c2)C(C)(C)C(=O)N3C)CC1	-10	4	-0.9	9	-3	1.1	-1	0.91	-8
O=S(=O)(c1ccccc1)N1CCN(CCO)CC1	-1	3	0.1	-8	-4	0.99	-4	1.1	1
Cc1ccc(C(=O)NNC(=O)CSc2nnc(CNc3ccc(F)cc3)n2C)cc1	.	-2	.	-58	-2	1.1	2	1.6	-8
CN1CCN(S(=O)(=O)c2ccc(N(C)Cc3ccc(C(F)(F)F)cc3)c([N+](=O)[O-])c2)CC1	-2	-7	0.9	10	-5	0.93	0	0.9	7
CCN1CCc2nc3sc(C(=O)Nc4cccnc4Cl)c(N)c3cc2C1	-5	0	-0.1	12	7	0.94	-4	0.88	6
Cc1nc(NCc2ccco2)c(C#N)c2c1COC(C)(C)C2	-4	-2	0.8	1	-1	1.1	1	0.99	-7
Cc1c(NC(=O)C(=O)/C=C(/O)c2ccccc2)c(=O)n(-c2ccccc2)n1C	0	-4	1.2	11	-3	0.94	-2	0.89	6
OCCN(CC#CC(O)(c1ccccc1)c1ccccc1)CCO	-13	5	-0.6	-4	4	0.96	5	1	4
CC1CCCCN1S(=O)(=O)c1ccc(C(=O)N(CCCN(C)C)c2nc3ccc(Br)cc3s2)cc1 (stereo not given)	-1	-7	3.6	-10	7	0.86	2	1.1	14
Later entries
SMILES	ATG4B inh	beta cell repl	MPTP inh	hIAP block	APOBEC3G inh	mIAP act	A3A deaminase	hIAP act	mIAP inh
C[C@@]12CCC=C[C@H]1[C@H](c1ccc(C(F)(F)F)cc1)N(Cc1ccccc1)C2=O	17	-7	0.9	17	-4	0.98	0	0.83	2
CCCn1c2ccccc2c2cnn(CC(=O)NCCOC)c(=O)c21	-11	0	-1.3	-2	-4	0.97	0	1	3
COc1ccc(Cl)cc1C(=O)N1CCN(Cc2ccc3c(c2)OCO3)CC1	2	-5	-0.5	-6	-1	0.98	9	1.1	2
O=C(O)c1ccc(Oc2ccc(S(=O)(=O)c3ccc(C(=O)O)c(C(=O)O)c3)cc2)cc1	6	0	0.2	17	3	0.99	10	0.83	1
Cc1ccc(NC(=O)CN2C(=O)S/C(=C\c3cccn3C)C2=O)cc1	4	0	0.3	32	-8	0.95	-6	0.68	5
COc1ccc(NS(=O)(=O)c2ccc(NS(=O)(=O)c3ccc(SC)cc3)cc2)c(OC)c1	-7	-1	-0.8	-14	-6	0.99	-6	1.1	1
COc1ccc(C(C)=O)cc1COC(=O)CSC(C)C(=O)Nc1cc(C)on1 (stereo not given)	0	3	0.5	-3	-4	1	0	1	-4
COc1ccc(-n2nc3c(c2NC(=O)COc2ccccc2)CS(=O)(=O)C3)cc1	-1	6	-1.4	-12	-3	1	-1	1.1	-3
COc1ccc(NC(=O)c2ccco2)cc1NC(=O)c1c(F)c(F)c(OC)c(F)c1F	-4	-1	-3.9	18	9	0.91	3	0.82	9
COc1ccc(OCC(O)CNC(C)c2ccccc2)cc1 (stereo not given)	3	1	0.0	-9	6	1.1	2	1.1	-12
O=S(=O)(Cc1ccc(Cl)cc1)c1ccccc1-c1nnc(-c2ccccc2)o1	0	0	-0.9	-3	-1	1	5	1	0
Cc1nn(C(C)C(=O)O)c(=O)c2c1sc1ccccc12 (stereo not given)	10	-1	-0.4	7	-4	0.94	0	0.93	6
CCOc1cc(NC(=S)NCc2ccco2)c(OCC)cc1NC(=O)c1ccco1	-6	-2	0.1	10	-4	1	0	0.9	0
Cc1nn(C)c(C(=O)NNC(=O)NC2CCCCC2)c1Cl	2	-4	0.3	-26	7	0.94	-2	1.3	6
CCOCCCn1c(SCc2nc3sc(C(=O)O)c(C)c3c(=O)[nH]2)nnc1-c1ccc(Cl)cc1	2	0	1.5	9	-12	0.96	5	0.91	4
Cc1ccc(SCc2ccc(C(=O)Nc3cccc([N+](=O)[O-])c3C)cc2)cc1	15	-1	17	-9	-5	1	-2	1.1	-1
CCN(CC)CCNC(=O)c1ccc(Cl)c(S(=O)(=O)Nc2ccc(Cl)cc2)c1	2&-3	0	-1.0&-0.2	8	3	0.84	0	0.92	16
CCN(CC)C(=O)C1CCN(S(=O)(=O)c2cccc3nonc23)CC1	3	-1	-0.2	-17	2	1.2	-2	1.2	-18
O=C(CN1CCN(c2ccc(F)cc2)CC1)Nc1ccc2c(c1)OCCO2	-5	0	1.2	-6	-6	0.93	-5	1.1	7
Cc1ccc2nc(NC(=O)C3CCN(c4ncnc5sc(C)c(C)c45)CC3)sc2c1	3	-3	-0.6	13	-6	1.1	8	0.87	-7
O=C1CC(=O)C(n2cncn2)C(c2cccc(Cl)c2)C1 (stereo not given)	-12	1	-0.2	-3	-5	0.98	-1	1	2
O=C(NC(=S)N1CCN(C/C=C/c2ccccc2)CC1)c1ccc(F)cc1	5	-2	0.8	0	-2	1	-2	1	-1
COc1ccc2c(c1)CCc1c(C(=O)NCC(C)C)noc1-2	-2	-1	1.6	8	5	0.96	4	0.92	4
CNC(=S)NNC(=O)c1sc2cc(C(F)(F)F)cnc2c1-c1cccnc1	1	-3	-0.9	-19	-8	0.81	-5	1.2	19
COc1ccc(C2CC(c3ccccc3)=NN2c2ccc(S(N)(=O)=O)cc2)cc1 (stereo not given)	8	-5	0.7	-36	-10	1.9	-2	1.4	-88

Next section (two carried over from the part before).
SMILES	ATG4B inh	beta cell repl	MPTP inh	hIAP block	APOBEC3G inh	mIAP act	A3A deaminase	hIAP act	mIAP inh
CNC(=S)NNC(=O)c1sc2cc(C(F)(F)F)cnc2c1-c1cccnc1	1	-3	-0.9	-19	-8	0.81	-5	1.2	19
COc1ccc(C2CC(c3ccccc3)=NN2c2ccc(S(N)(=O)=O)cc2)cc1 (stereo not given)	8	-5	0.7	-36	-10	1.9	-2	1.4	-88
COc1cc2c(cc1OC)CN(CC(=O)Nc1ccccc1C(=O)NC1CC1)CC2	-45	-4	0.9	13	-9	1	-5	0.87	-3
O=C(Nc1ccc(NC(=O)c2ccc3c(c2)OCCO3)cc1)c1ccccc1	0	-3	0.8	16	-7	1	-1	0.84	-2
CN1C(=O)N(CN2CCCCC2)C2C1N(C)C(=O)N2CN1CCCCC1 (stereo not given)	-9	0	4.8	21	40	0.98	4	0.79	2
CC1(c2ccccc2Cl)NC(=O)N(CC(=O)Nc2ccc3c(c2)OCO3)C1=O (stereo not given)	13	-4	-2.2	4	-1	1	6	0.96	-2
Cc1ccc(NC(=O)CN2C(=O)CC(C)S(=O)(=O)c3ccccc32)cc1 (stereo not given)	0	0	-0.1	5	-6	1.1	-5	0.95	-7
CCCCC(=O)NS(=O)(=O)c1ccc(N=NN2CCCCC2)cc1	-1	0	-0.5	-10	6	0.98	1	1.1	2
O=C(Nc1ccc(C(F)(F)F)cc1)c1csc(-c2ccncc2)n1	-6	-1	-1.5	9	-7	0.92	-2	0.91	8
CC(=O)c1c(C)[nH]c(C(=O)OCC(=O)c2c(N)n(C)c(=O)n(C)c2=O)c1C	.	-1	.	-18	-6	0.91	-4	1.2	9
COc1ccc(S(=O)(=O)NCCc2cn3nc(C)c(C)nc3n2)cc1C	10	-2	-1.6	0	-2	1.1	-2	1	-5

Among those listed so far, 10 have a Cl atom:
SMILES	ATG4B inh	beta cell repl	MPTP inh	hIAP block	APOBEC3G inh	mIAP act	A3A deaminase	hIAP act	mIAP inh
O=C(CSc1ccc(Cl)cc1)NN=C1CCCCCC1	9	2	-2.9	-3	-11	0.95	-3	1	5
CC(=O)c1cccc(NC(=O)C2(c3ccccc3)CC2(Cl)Cl)c1 (stereo not given)	2	-2	12	5	-3	0.92	-2	0.95	8
CCN1CCc2nc3sc(C(=O)Nc4cccnc4Cl)c(N)c3cc2C1	-5	0	-0.1	12	7	0.94	-4	0.88	6
COc1ccc(Cl)cc1C(=O)N1CCN(Cc2ccc3c(c2)OCO3)CC1	2	-5	-0.5	-6	-1	0.98	9	1.1	2
O=S(=O)(Cc1ccc(Cl)cc1)c1ccccc1-c1nnc(-c2ccccc2)o1	0	0	-0.9	-3	-1	1	5	1	0
Cc1nn(C)c(C(=O)NNC(=O)NC2CCCCC2)c1Cl	2	-4	0.3	-26	7	0.94	-2	1.3	6
CCOCCCn1c(SCc2nc3sc(C(=O)O)c(C)c3c(=O)[nH]2)nnc1-c1ccc(Cl)cc1	2	0	1.5	9	-12	0.96	5	0.91	4
CCN(CC)CCNC(=O)c1ccc(Cl)c(S(=O)(=O)Nc2ccc(Cl)cc2)c1	2&-3	0	-1.0&-0.2	8	3	0.84	0	0.92	16
O=C1CC(=O)C(n2cncn2)C(c2cccc(Cl)c2)C1 (stereo not given)	-12	1	-0.2	-3	-5	0.98	-1	1	2
CC1(c2ccccc2Cl)NC(=O)N(CC(=O)Nc2ccc3c(c2)OCO3)C1=O (stereo not given)	13	-4	-2.2	4	-1	1	6	0.96	-2
